Pf gametocyte = kills late stage P. falciparum gametocytes | inhibition, % at 10.9 µM | P. falciparum stage V gametocytes, ATP luminescence, 24 h | actives 0.065% (n = 150,000);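 active means inhibition above the mean plus 3 SD of compounds within the control limits, set per campaign, cut at about 38% in these data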;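 further: 0% = DMSO wells and 100% = medium only without gametocytes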
Cdc42 wt = changes GTP binding to wildtype human Cdc42; P60953; GST-Cdc42 beads, Bodipy-GTP binding, flow cytometry; actives lie on both sides; percent activity (GTP binding), % at 10 µM; actives 0.2% (n = 190,000); AID 761;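 active means percent activity GTP binding at least 20 points away from the 100% baseline, either down as inhibitor or up as activator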;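 further: median bead fluorescence of bound Bodipy-FL-GTP at 100 nM; 0% = excess unlabeled GTP control and 100% = no compound control; below 100% means less GTP binding so inhibitor and above means activator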
GSH bead fluor = GSH bead compound fluorescence profile; AID 1776; fluorescence (KMESF) at 10 µM; GSH beads flow cytometry, compound fluorescence 488/530 nm; hits give high values; actives 0.25% (n = 190,000); in the data active means fluorescence above about 89;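 further: glutathione beads carrying GST-tagged Bcl family fusion proteins plus one bare bead set; values are compound well signal with DMSO vehicle wells as background; inactives centre near 16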
HRas wt GTP = modulators of GTP binding to human HRas wildtype; P01112; GST-Ras wt beads, Bodipy-FL-GTP binding, flow cytometry; actives lie on both sides; GTP binding activity, % at 10 µM; actives 0.14% (n = 190,000);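 active means GTP binding activity at least 20% away from the 100% baseline, either lowered as inhibitor or raised as activator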;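 further: 0% = unlabeled GTP competition control and 100% = no-compound control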
Avidin fluor = avidin bead compound fluorescence profile; Avidin beads, compound fluorescence 488/530 nm, flow cytometry; hits give high values; fluorescence (KMESF) at 10 µM; actives 0.38% (n = 220,000); AID 1775; in the data active means fluorescence above about 47; further: inactives centre near 10
ABCG2 block = inhibitors of human ABCG2 transporter, ABCB1 counter-screen; inhibition, % at 6.6 µM; AID 1325; IgMXP3 cells, JC-1 efflux, flow cytometry; actives 0.1% (n = 190,000);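 active means inhibition above 80%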;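 further: 0% = DMSO and 100% = nicardipine control wells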
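test system = two drug-resistant human cell lines, ABCG2 and ABCB1 | amount = 3 million cells/mL final, two lines in 1:1 ratio | reagent = JC-1 transporter substrate | doses = one concentration, 6.6 µM final | incubation = 10 min at 25 °C | signal = flow cytometric JC-1 green MFI at 530 nm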
Rab7 wt GTP bind = dog Rab7 wildtype GTP binding, inhibitors and activators; actives 0.055% (n = 190,000); GST-Rab7 beads, fluorescent GTP binding, flow cytometry; actives lie on both sides; untreated = 100%, excess cold GTP = 0%; AID 758; GTP binding activity (percent of control), % at 10 µM;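 active means fluorescent GTP binding to Rab7 beads changed by at least 20 points from the 100% baseline, either direction, mostly lower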;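 further: median green fluorescence of bound Bodipy-FL-GTP per Rab7 bead population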
Rac1 wt modul = human Rac1 wildtype GTP binding, inhibitors and activators; GST-Rac1 beads, fluorescent GTP binding, flow cytometry; actives lie on both sides; 0 = cold GTP competed, 100 = untreated; GTP binding activity (% of control), % at 10 µM; actives 0.27% (n = 190,000); AID 757;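 active means GTP binding activity at least 20 points away from the 100% control level, either lower or higher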
Rab2A wt mod = changes GTP binding to wildtype dog Rab2A, up or down. P61105. GST-Rab2 wt beads, Bodipy-GTP binding, flow cytometry. GTP binding activity, % at 10 µM. actives 0.19% (n = 190,000);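 active means GTP binding activity at least 20 points away from 100%, either lowered or raised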;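 further: 0% = beads with excess unlabeled GTP and 100% = no-compound control corrected for plate trend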
Rac1 mut GTP = alters GTP binding to activated mutant human Rac1 | AID 764 | actives 0.11% (n = 190,000) | percent activity (GTP binding), % at 10 µM | GST-Rac1 activated beads, fluorescent GTP binding, flow cytometry; actives lie on both sides; 100% means binding = to untreated wells;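 active means GTP binding at least 20 percentage points away from the 100% baseline, in either direction, so actives lie on both sides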
ABCB1 inh = blocks JC-1 efflux by human ABCB1 transporter; P08183; CCRF-Adr cells, flow cytometry; inhibition, % at 6.6 µM; actives 0.067% (n = 190,000); AID 1326; in the data active means inhibition above about 40%;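 further: 0% = vehicle and 100% = reference inhibitor; higher value means more JC-1 retained so stronger ABCB1 efflux block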
Target sequence (P08183 whole entry, looked up): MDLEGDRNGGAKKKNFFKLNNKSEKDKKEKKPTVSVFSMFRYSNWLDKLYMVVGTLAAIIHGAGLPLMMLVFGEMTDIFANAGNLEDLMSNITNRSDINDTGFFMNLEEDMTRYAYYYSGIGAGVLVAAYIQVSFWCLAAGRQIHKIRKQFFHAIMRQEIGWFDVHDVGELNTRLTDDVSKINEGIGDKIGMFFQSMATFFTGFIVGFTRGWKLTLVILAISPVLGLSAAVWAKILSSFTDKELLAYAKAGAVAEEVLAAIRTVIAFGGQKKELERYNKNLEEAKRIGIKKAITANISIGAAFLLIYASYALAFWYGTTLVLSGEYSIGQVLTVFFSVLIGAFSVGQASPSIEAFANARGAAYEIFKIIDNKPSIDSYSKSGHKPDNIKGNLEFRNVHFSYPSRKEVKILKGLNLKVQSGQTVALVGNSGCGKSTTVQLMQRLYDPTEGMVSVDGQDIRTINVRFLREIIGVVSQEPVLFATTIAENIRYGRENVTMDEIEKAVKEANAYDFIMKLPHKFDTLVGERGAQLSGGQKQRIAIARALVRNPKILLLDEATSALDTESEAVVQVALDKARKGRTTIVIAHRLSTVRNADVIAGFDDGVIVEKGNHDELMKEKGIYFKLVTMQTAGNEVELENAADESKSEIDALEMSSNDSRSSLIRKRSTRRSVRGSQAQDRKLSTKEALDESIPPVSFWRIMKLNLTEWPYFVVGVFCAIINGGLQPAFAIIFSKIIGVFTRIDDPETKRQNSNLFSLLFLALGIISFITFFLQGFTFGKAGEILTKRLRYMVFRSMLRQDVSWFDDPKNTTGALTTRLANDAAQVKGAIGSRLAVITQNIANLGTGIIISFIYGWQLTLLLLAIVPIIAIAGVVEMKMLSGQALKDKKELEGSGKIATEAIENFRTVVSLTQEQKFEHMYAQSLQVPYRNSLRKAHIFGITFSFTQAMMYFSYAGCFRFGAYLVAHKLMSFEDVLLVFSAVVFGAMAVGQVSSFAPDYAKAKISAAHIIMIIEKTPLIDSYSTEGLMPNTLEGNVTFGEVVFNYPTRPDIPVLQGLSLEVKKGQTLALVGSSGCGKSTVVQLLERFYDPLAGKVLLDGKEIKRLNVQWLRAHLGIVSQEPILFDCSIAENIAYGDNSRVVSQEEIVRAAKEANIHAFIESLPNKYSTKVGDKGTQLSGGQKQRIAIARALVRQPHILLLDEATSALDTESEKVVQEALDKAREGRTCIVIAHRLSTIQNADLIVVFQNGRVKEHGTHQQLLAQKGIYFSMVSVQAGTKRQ
Active calls of the source: *; · = not tested or not shown.

SMILES	Pf gametocyte	Cdc42 wt	GSH bead fluor	HRas wt GTP	Avidin fluor	ABCG2 block	Rab7 wt GTP bind	Rac1 wt modul	Rab2A wt mod	Rac1 mut GTP	ABCB1 inh
COc1ccc(N2C(=O)CC2(C#N)c2ccc(OCc3ccccc3)cc2)cc1 (stereo not given)	28.6	103.0	5	103.0	16	11.9	104.0	105.0	98.0	101.0	1.2
CC(C(=O)N1CCCCCC1)c1ccc([N+](=O)[O-])cc1 (stereo not given)	11.1	93.0	20	98.0	7	0.6	105.0	101.0	97.0	99.0	0.2
COc1ccc(C(=O)NC2CCN(C(=S)Nc3cccc(C)c3C)CC2)cc1	19.8	101.0	56	103.0	23	1.3	106.0	104.0	103.0	99.0	0.3
O=C(Nc1nnc(/N=C/c2ccco2)s1)c1ccc(F)cc1	·	102.0	16	102.0	7	0.6	107.0	103.0	102.0	97.0	0.0
CN(C)C(=O)COC(=O)c1cccnc1Nc1ccccc1F	6.2	102.0	10	99.0	6	25.0	104.0	102.0	104.0	99.0	0.8
Cc1ccccc1-n1c(C)cc(/C=C2\NC(=O)NC2=O)c1C	-16.9	100.0	12	102.0	22	1.8	99.0	105.0	100.0	99.0	0.7
Cc1cc(O)cc(O)c1C(=O)Cc1cnn(-c2ccccc2)c1	-14.2	105.0	15	104.0	9	3.1	100.0	107.0	105.0	102.0	0.2
Cc1occc1C(=O)Nc1c(F)c(F)c(F)c(F)c1F	·	105.0	9	105.0	10	1.4	105.0	110.0	103.0	101.0	0.0
C=CCn1c(CCNC(=O)c2ccc(Cl)c(Cl)c2)nnc1SCCOc1ccc(OC)cc1	·	97.0	11	98.0	18	21.1	98.0	99.0	97.0	100.0	4.0
O=C1CN(C(=O)C2CCCC2)CCN1	14.9	102.0	13	103.0	10	-0.3	102.0	106.0	102.0	101.0	0.5
Cn1c(CC(=O)Nc2ccccc2)n[nH]c1=S	·	95.0	10	95.0	7	0.8	104.0	96.0	95.0	95.0	-0.1
Cc1ccc2nc3c(cc(C(=O)NCC4CCCO4)n3C)c(=O)n2c1 (stereo not given)	·	104.0	20	102.0	27	19.8	99.0	108.0	103.0	101.0	-0.5
COc1cc(Cl)c(C)cc1NC(C)C(=O)Nc1cc(C(F)(F)F)ccc1N1CCOCC1 (stereo not given)	·	100.0	10	99.0	4	8.2	101.0	103.0	100.0	101.0	2.4
CCC(=O)Nc1cc(=O)[nH]c2ncnn12	·	102.0	33	101.0	17	-5.7	103.0	104.0	101.0	99.0	1.1
COc1ccc(-c2nnn(CC(=O)N(Cc3ccccc3Cl)C(C(=O)NCC3CCCO3)c3ccco3)n2)cc1 (stereo not given)	-15.8	99.0	11	97.0	9	6.1	97.0	103.0	96.0	99.0	4.9

Whole records from above. Order of screens: Pf gametocyte | Cdc42 wt | GSH bead fluor | HRas wt GTP | Avidin fluor | ABCG2 block | Rab7 wt GTP bind | Rac1 wt modul | Rab2A wt mod | Rac1 mut GTP | ABCB1 inh
Listed for Cc1cc(O)cc(O)c1C(=O)Cc1cnn(-c2ccccc2)c1 = -14.2 | 105.0 | 15 | 104.0 | 9 | 3.1 | 100.0 | 107.0 | 105.0 | 102.0 | 0.2
Listed for CN(C)C(=O)COC(=O)c1cccnc1Nc1ccccc1F = 6.2 | 102.0 | 10 | 99.0 | 6 | 25.0 | 104.0 | 102.0 | 104.0 | 99.0 | 0.8
Listed for COc1ccc(N2C(=O)CC2(C#N)c2ccc(OCc3ccccc3)cc2)cc1 (stereo not given) = 28.6 | 103.0 | 5 | 103.0 | 16 | 11.9 | 104.0 | 105.0 | 98.0 | 101.0 | 1.2
Listed for Cc1occc1C(=O)Nc1c(F)c(F)c(F)c(F)c1F = · | 105.0 | 9 | 105.0 | 10 | 1.4 | 105.0 | 110.0 | 103.0 | 101.0 | 0.0

(next part)
SMILES	Pf gametocyte	Cdc42 wt	GSH bead fluor	HRas wt GTP	Avidin fluor	ABCG2 block	Rab7 wt GTP bind	Rac1 wt modul	Rab2A wt mod	Rac1 mut GTP	ABCB1 inh
Cc1nn(Cc2c(Cl)cccc2Cl)c(Cl)c1/C=C/C(=O)OCC(=O)NCC(F)(F)F	·	103.0	10	103.0	6	-0.5	105.0	108.0	102.0	102.0	-0.1
CCCCCNC(=O)N[C@H](C(=O)O)C(C)C	2.6	94.0	24	94.0	3	-1.2	97.0	98.0	98.0	96.0	0.2
Cc1nc2cc3nc(C)sc3cc2s1	-3.6	99.0	21	100.0	31	1.5	99.0	104.0	101.0	100.0	0.4
CCOc1ccc2nc(NS(=O)(=O)c3ccc4c(c3)n(C)c(=O)n4C)sc2c1	·	97.0	19	98.0	29	1.0	95.0	95.0	93.0	94.0	0.3
CCOC(=O)c1cc2c3ccccc3n(CC)c2nc1N	11.4	104.0	17	105.0	36	3.1	102.0	107.0	101.0	102.0	0.6
COc1ccc(N=Nc2cnc(C)nc2-c2ccccc2)cc1	-21.1	96.0	49	98.0	8	5.5	98.0	95.0	96.0	95.0	0.4
Cc1cc(C)c2c(CC(=O)O)coc2c1	·	103.0	19	100.0	7	-0.1	98.0	101.0	101.0	96.0	0.1
COC(CNC(=O)c1ccc2c(c1)nc(C)n2-c1ccc(F)c(F)c1)OC	·	100.0	18	101.0	6	1.1	97.0	103.0	101.0	99.0	0.2
N#Cc1nc(COc2ccc(Cl)cc2Cl)oc1N1CCN(c2ccccc2)CC1	·	96.0	28	96.0	26	7.6	96.0	93.0	95.0	93.0	0.2
CS(=O)(=O)n1nc(-c2ccco2)nc1N	5.9	99.0	22	95.0	11	-0.5	96.0	97.0	95.0	97.0	-0.1
O=c1cc(N2CCCCCC2)[nH]c(=O)n1-c1ccc(Cl)cc1	·	95.0	18	96.0	6	1.4	101.0	98.0	99.0	96.0	0.3
CN(C)/C=C1/Nc2ccccc2C1=O	·	105.0	21	102.0	6	5.5	92.0	102.0	102.0	102.0	0.6
CCOC(=O)c1cc(C(=O)c2cccs2)n2ccc(C(C)=O)cc12	·	97.0	48	96.0	9	23.6	95.0	99.0	94.0	95.0	2.7
O=C(Cn1nc(-c2ccc(Cl)cc2)ccc1=O)NCCN1CCOCC1	·	100.0	23	99.0	6	0.7	98.0	102.0	99.0	97.0	0.4
CSc1ccc(C(C(C(=O)c2cccs2)N2CCOCC2)N2CCOCC2)cc1 (stereo not given)	-26.2	102.0	23	100.0	11	10.0	101.0	106.0	102.0	100.0	2.7
CC(C)N(C)C(=O)C(=O)c1cccn1-c1cccc(Cl)c1C#N	1.0	101.0	13	102.0	23	2.5	106.0	102.0	102.0	98.0	0.8
O=C(NCc1ccco1)C1CC(=O)N(CCc2ccccc2)C1 (stereo not given)	·	100.0	21	101.0	13	1.3	97.0	103.0	98.0	99.0	0.4
CCOC(=O)c1ccccc1NS(=O)(=O)c1ccc(OCC)cc1	·	101.0	37	103.0	12	2.2	103.0	106.0	102.0	97.0	0.2
O=C(NC1CCCc2ccccc21)C1CCCN(S(=O)(=O)c2cnc[nH]2)C1 (stereo not given)	·	106.0	23	103.0	15	-3.1	103.0	106.0	102.0	100.0	-2.5
CSc1ccc(/C=c2\s/c(=C\C(=O)C(C)(C)C)n(CC(=O)NCCC3=CCCCC3)c2=O)cc1	-19.9	100.0	18	98.0	6	-3.8	98.0	104.0	101.0	99.0	-0.8
O=C(CSc1nnc2c(Cl)cc(Cl)cn12)N1CCN(c2ccc(F)cc2)CC1	·	101.0	6	99.0	8	5.9	98.0	103.0	98.0	98.0	0.1
C=CCn1c(O)c(N=NC(=O)c2ccccc2NS(=O)(=O)c2cccs2)c2ccccc21	-3.0	94.0	8	88.0	11	-3.5	88.0	92.0	85.0	88.0	0.1
CN(CC(=O)NCCN1CCN(c2ccccc2)CC1)S(=O)(=O)c1ccc2c(c1)CCC(=O)N2	·	104.0	18	103.0	6	-0.3	101.0	107.0	101.0	101.0	0.1
COc1ccc(N(C(=O)c2cc3ccccc3oc2=O)C2C=CS(=O)(=O)C2)cc1 (stereo not given)	6.1	98.0	12	96.0	6	0.7	95.0	100.0	98.0	95.0	0.1
N#Cc1ccc(NC(=O)COC(=O)CNC(=O)C2CCCCC2)cc1	·	98.0	21	96.0	21	13.3	100.0	100.0	98.0	95.0	0.4
C=C(C)COc1ccc(-c2nc(N)nc(C)c2Oc2ccccc2OC)c(O)c1	0.4	86.0	19	89.0	3	1.8	89.0	96.0	85.0	92.0	0.2
Cc1ccc(-c2nnn(CC(=O)N(CC3CCCO3)C(C(=O)NC(C)(C)C)c3ccc(F)cc3)n2)o1 (stereo not given)	-11.0	103.0	23	99.0	30	6.4	101.0	105.0	99.0	102.0	5.6
CCOc1ccc(N2CC(C(=O)Nc3ccc(S(=O)(=O)Nc4ncccn4)cc3)CC2=O)cc1 (stereo not given)	-10.6	103.0	9	103.0	7	1.6	104.0	105.0	100.0	100.0	0.4
CN(C(=O)CSc1nnc(-c2ccccc2)n1C)C1CCS(=O)(=O)C1 (stereo not given)	13.5	96.0	16	97.0	11	2.3	93.0	94.0	98.0	96.0	1.0
Cn1c2ccccc2c2nnc(SCc3nnc(-c4ccccc4)o3)nc21	·	91.0	15	91.0	9	-1.0	98.0	91.0	91.0	91.0	-0.7
Cc1ccc(S(=O)(=O)N2CCN(S(=O)(=O)c3ccccc3)C2c2ccc(N(C)C)cc2)cc1 (stereo not given)	-47.3	103.0	5	100.0	8	3.6	97.0	105.0	99.0	103.0	1.4
O=C(NCc1ccc(N2CCCC2=O)cc1)Nc1cccc2ccccc12	·	107.0	18	106.0	35	0.3	104.0	106.0	104.0	102.0	0.1
C=CCn1c(CCNC(=O)c2cccs2)nnc1SCC(=O)c1ccc(Br)cc1	2.8	99.0	10	99.0	13	6.8	99.0	100.0	103.0	97.0	1.9
COc1ccc(Nc2ccc(Nc3ccc(OC)cc3)nn2)cc1	-20.1	97.0	17	97.0	3	20.7	97.0	99.0	97.0	98.0	0.7
CCN1C=CC(=C2C(=O)c3ccccc3C2=O)C=C1	4.3	102.0	35	98.0	14	64.4	97.0	101.0	99.0	99.0	0.5
O=C(O)CCC(=O)CCC(=O)c1ccccc1	10.7	101.0	13	102.0	33	1.1	102.0	101.0	99.0	102.0	0.2
c1ccc(-c2nc(-c3ccncc3)no2)cc1	-17.9	91.0	22	92.0	10	9.1	91.0	89.0	91.0	90.0	0.6
Cc1ccc(NC(=O)CSc2nnc(Cn3cnc4ccccc43)o2)cc1	0.3	99.0	13	100.0	10	0.5	99.0	102.0	99.0	97.0	0.0
CC(C)(C)NC(=O)C(=O)N/N=C/c1cccs1	·	99.0	25	99.0	4	0.4	96.0	101.0	96.0	98.0	0.1
CCn1c(SCC(=O)NCc2cccs2)nnc1-c1ccncc1	-13.6	107.0	21	104.0	34	0.8	102.0	106.0	105.0	106.0	0.2
CC(C)Cn1c(-c2ccccc2)nc2ccccc2c1=O	·	99.0	18	98.0	33	1.9	94.0	96.0	95.0	95.0	0.8

Assay outcomes deposited in PubChem BioAssay by several laboratories.

Compounds were not picked by outcome; any-hit rate near 1.1%.
